Myeloid diff 2 – induction of myeloid progenitor differentiation, primary screen, cell-based, flow cytometry, MLPCN library. ER-HoxA9 myeloid progenitors, lysozyme-GFP differentiation. calls only at 10 µM. 360,000 compounds, 1% hits. AID 624256, 2012;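 active = normalized GFP-positive differentiation at or above the plate's own cutoff, the solvent-only control mean plus 3 SD; inconclusive = no clear call, values can overlap the other calls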;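 also: cells exposed to compound for four days before flow analysis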
RSV antiviral HEp-2 – RSV antiviral activity via CPE protection, HEp-2 cells, primary 10 µM value included (AID 2391); HEp-2 cells, RSV-induced CPE inhibition; higher % means a stronger effect; one-dose CPE inhibition, % at 10 µM; IC50 in µM for titrated hits; 310,000 compounds, 0.13% hits; in the data active = a potency from the dose series; inconclusive = CPE inhibition mostly from about 23% at the one dose, without a potency; inactive = the rest, 99 in 100 with CPE inhibition below about 21%; also: strong numbers were not always called active
Salmonella PhoP GFP – inhibitors of PhoP regulon expression, primary screen, Salmonella Typhimurium, GFP reporter (AID 1863); S. Typhimurium PhoP-regulated promoter GFP reporter, 4 h; higher % means a stronger effect; one-dose inhibition, % at 50 µM; IC50 in µM for titrated hits; 300,000 compounds, 0.16% hits;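 active = inhibition over 29.93%, a cutoff 3 SD above the screen mean, later confirmed by dose response; inconclusive = inhibition over 29.93% but no dose response follow-up; inactive = inhibition at most 29.93% or unconfirmed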;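 also: 0% = low Mg2+ inducing control and 100% = high Mg2+ repressing control; strong numbers were not always called active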
Rac1 GTP hydrolysis – MgcRacGAP GTPase-activating activity inhibitors, confirmation, biochemical, ADP Hunter fluorescence | AID 624330, 2012 | Rac GTPase-activating protein 1 (Homo sapiens) | MgcRacGAP-stimulated Rac1 GTP hydrolysis, ADP Hunter fluorescence; higher % means a stronger effect; GST-tagged Rac1 F28L mutant substrate | 340,000 compounds, 0.6% hits | inhibition, % at 30 µM, or IC50 in µM where a hit was titrated;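 active = first-screen hits whose inhibition reached a set limit at any dose in the follow-up dose series; inconclusive = inhibition above the set first-screen limit but never retested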;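 also: fluorescence reports GDP produced by GAP-driven GTP hydrolysis; strong numbers were not always called active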
T cell HTS – modulators of CD8 T cell-vesicle binding, primary screen, mouse 2C CD8+ T cells, flow cytometry | 2C CD8+ T cell-vesicle binding; stronger effect = lower value | calls only at 7 µM | 330,000 compounds, 0.068% hits | AID 2052, 2009;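 active = response, share of CD8 T cells binding vesicles, and their 90th percentile fluorescence all below set limits, cut at about 80% in these data, passing the limit was not always enough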
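Also added: QL9-peptide-loaded Drosophila micro-vesicles bearing Ld, ICAM-1 and B7-1; Test system: purified 2C TCR transgenic mouse naive CD8+ T cells; Measured by: cytometric PE anti-B7-1 and Alexa647 anti-CD8 signals after 1% paraformaldehyde fixation; Timing: binding step 1.5 h, 37 °C, antibody labelling 20 min, ice.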
Large T inhibition – SV40 large T antigen inhibitors, biochemical (AID 1903) | SV40 large T antigen ATPase/helicase inhibition assay; higher % means a stronger effect | inhibition, % at 20 µM, or IC50 in µM where a hit was titrated | 310,000 compounds, 0.39% hits; in the data active = a potency from the dose series; inconclusive = inhibition mostly from about 32% at the one dose, without a potency; inactive = the rest, 99 in 100 with inhibition below about 32%; also: strong numbers were not always called active
bCat nuc transl – modulators of beta-catenin nuclear translocation, primary screen, imaging, HeLa cells, immunofluorescence, high-content. 190,000 compounds, 0.3% hits. nuclear translocation activity, % at 5 µM;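 active = nuclear translocation activity above 50% at 5 µM, with a well cell count of 50 or more; inconclusive = wells under 50 cells across six images, flagged as toxic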;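 also: per-cell ratio of nuclear to cytoplasmic median beta-catenin stain intensity; plate controls were DMSO negative control for no effect and GSK-3 inhibitor IX positive control for full effect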
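Test system: human HeLa cells, endogenous beta-catenin. Times: 24 h compound exposure, 37°C. Measured by: beta-catenin immunofluorescence imaging with DAPI.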
WT yeast gro inh – growth inhibition of WT strain, primary screen, mitochondrial fusion inhibitor project, WT and mutant strains, chemical genetic | inhibition, % at 10 µM | 190,000 compounds, 2.1% hits | AID 1362, 2008 | mitochondrial fusion phenotypic screen; in the data active = inhibition above about 58%; tested in S. cerevisiae
West Nile virus CPE – West Nile virus antiviral activity, cell-based, CPE readout (AID 1621). West Nile virus-infected cells, CPE inhibition; higher % means a stronger effect. CPE inhibition, % at 10 µM, or IC50 in µM where a hit was titrated. 290,000 compounds, 0.02% hits; in the data active = a potency from the dose series; inconclusive = CPE inhibition mostly from about 3.7% at the one dose, without a potency; inactive = the rest, 99 in 100 with CPE inhibition below about 2.2%; also: strong numbers were not always called active
WT yeast gro inh mutant strain – recorded beside WT yeast gro inh, whose call it bears; inhibition, %; mitochondrial fusion phenotypic screen, mutant strain inhibition
bCat nuc transl cell count 5 µM – further read-out of bCat nuc transl, marked with its call; cell count; measured here: cell count, cytotoxicity flag
T cell HTS vesicle-bound % – recorded beside T cell HTS, whose call it bears; double positive events, %; measured here: CD8+ vesicle-bound cell fraction;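 binding gate set so that unloaded-vesicle control wells show 10% double positive cells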
Myeloid diff 2 GFP+ MAC1+ % – recorded beside Myeloid diff 2, whose call it bears; GFP+ MAC1+ double positive, %; measured here: differentiation confirmed by MAC1 staining
* marks the source's active call; other numbers are inactive results; i = inactive; ? = inconclusive; / = no result given; & = joins results of further samples.

SMILES | Myeloid diff 2 | Myeloid diff 2 GFP+ MAC1+ % | RSV antiviral HEp-2 | Salmonella PhoP GFP | Rac1 GTP hydrolysis | T cell HTS | T cell HTS vesicle-bound % | Large T inhibition | bCat nuc transl | bCat nuc transl cell count 5 µM | WT yeast gro inh | WT yeast gro inh mutant strain | West Nile virus CPE
CCc1ccc(NC(=O)C(C)OC(=O)C2CCN(c3ccc(C(F)(F)F)cn3)CC2)cc1 (stereo unspecified) | i | 0.4 | 0.4% | -3% | 1% | i | 54 | 11% | / | / | / | / | /
CCCNC(=O)Cc1c(O)c2ccccc2[nH]c1=O | i | 0.9 | 1.8% | -10% | 11% | i | 54 | 4% | -3.8 | 1183 | 7 | 16 | 0.4%
Clc1ccc(Cc2ccccc2)nn1 | i | 2.4 | -0.1% | 10% | 5% | i | 42 | 4% | 3.4 | 1421 | -14 | -20 | 0.0%
COc1cc(C(=O)OCC(=O)NC(C)CCc2ccccc2)cc(OC)c1OC (stereo unspecified) | i | 0.3 | 1.9% | 2% | 4% | / | / | 15% | / | / | / | / | -0.5%
O=C(Nc1ccccc1F)c1ccc(-c2cccc([N+](=O)[O-])c2)o1 | i | 2.4 | 3.9% | 1% | 6% | i | 64 | 5% | / | / | / | / | -0.3%
CCC(COC(=O)Nc1ccccc1)NC(=O)OC(C)C (stereo unspecified) | i | 0.1 | 0.1% | 5% | 1% | i | 29 | 6% | -0.2 | 1511 | 6 | -10 | -1.1%
CC(=O)c1ccc(N2C(=O)NC3(CCCCC3)C2=O)cc1 | i | 0.7 | 0.7% | -3% | 9% | i | 42 | 3% | -2.7 | 948 | 4 | -20 | 0.0%
Cn1ccnc1SCC(=O)c1ccc([N+](=O)[O-])cc1 | i | 0.5 | 0.1% | -6% | 6% | i | 46 | 15% | -0.7 | 1556 | 2 | 16 | 0.6%
NNc1nc2sc3c(c2c(=O)[nH]1)CCc1ccccc1-3 | i | 0.5 | 1.9% | 0% | 0% | i | 58 | 23% | 3.3 | 981 | 20 | 1 | -0.1%
CCc1ccc2[nH]c(O)c(N=Nc3nc(-c4ccccc4)cs3)c2c1 | i | 0.7 | 4.2% | 5% | 11% | i | 35 | 7% | 0.3 | 1394 | 40 | 20 | 0.3%
COc1cc2cc(C(=O)N(C)C3CCS(=O)(=O)C3)[nH]c2cc1OC (stereo unspecified) | i | 2.0 | 1.4% | -2% | -3% | i | 12 | 9% | / | / | / | / | 1.1%
CCCCn1c(CN2CCN(CCO)CC2)nc2ccccc21 | i | 0.6 | -0.2% | -4% | 4% | i | 24 | 4% | 1.7 | 1046 | -2 | 23 | -0.5%
O=C(c1ccccc1)c1nn(-c2ccc(Cl)cc2)cc1C(=O)c1cc2ccccc2oc1=O | i | 2.5 | 5.5% | 6% | 10% | i | 44 | 4% | -4.3 | 994 | -2 | -46 | /
COc1ccccc1N(C)S(=O)(=O)c1ccc(C)c(C(=O)Nc2nccs2)c1 | i | 0.7 | 2.5% | -5% | 4% | i | 55 | 26% | / | / | / | / | /
C=CCn1c(COc2cccc(C)c2)nnc1SC(C)C(=O)NC1CC1 (stereo unspecified) | i | 1.3 | 0.5% | / | 5% | i | 46 | / | / | / | / | / | /
CCN(C(=O)CSc1n[nH]c(-c2ccccc2)n1)c1c(N)n(Cc2ccccc2)c(=O)[nH]c1=O | i | 0.6 | -1.1% | / | 1% | i | 27 | / | / | / | / | / | /
O=C(NN1C(=O)/C(=C/C=C/c2ccco2)SC1=S)c1ccccc1O | i | 0.5 | -1.7% | -6% | ? | i | 48 | 19µM* | -0.5 | 1294 | / | / | 0.2%
O=C(N/N=C/c1ccccn1)c1cccs1 | i | 0.3 | 2.0% | 5% | 8% | i | 27 | 6% | -2.6 | 1072 | -2 | 5 | 0.3%
Cc1ccc(Nc2nc3c(c(=O)[nH]c(=O)n3C)n2Cc2ccc(F)cc2)cc1 | i | 0.7 | 1.5% | 4% | 6% | i | 32 | 0% | -0.8 | 1045 | 1 | 11 | 1.2%
CCCCNC(=S)N(C)/N=C/c1ccccc1C(=O)O | i | 0.5 | 2.9% | 4% | 3% | i | 32 | 2% | / | / | -6 | -13 | 0.6%
Cn1nc(OCC(=O)O)cc1C(F)(F)F | i | 0.5 | -0.1% | 2% | 12% | i | 46 | 11% | 1.5 | 1040 | / | / | 0.4%
O=[N+]([O-])c1cc(Cl)ccc1Nc1ccccc1 | i | 0.6 | 1.6% | 5% | -12% | i | 6 | 3% | / | / | / | / | 0.3%
Cc1cccc(C(=O)N[C@H](C(=O)NCCc2ccc(S(N)(=O)=O)cc2)C(C)C)c1 | i | 1.0 | 2.8% | -11% | 3% | i | 21 | 9% | / | / | / | / | -0.4%
Cc1nc2ccc(NC(=O)c3ccc(C)c(S(=O)(=O)N4CCOCC4)c3)cc2s1 | i | 1.5 | 3.4% | / | 2% | i | 42 | / | / | / | / | / | /
Cc1ccc(NC(=O)c2ccccc2)cc1 | i | 1.3 | 2.4% | 0% | 9% | i | 11 | 12% | 0.4 | 1398 | 13 | 10 | 0.3%

Four entries from above, ordered by length of the SMILES, smallest number first:
SMILES | Myeloid diff 2 | Myeloid diff 2 GFP+ MAC1+ % | RSV antiviral HEp-2 | Salmonella PhoP GFP | Rac1 GTP hydrolysis | T cell HTS | T cell HTS vesicle-bound % | Large T inhibition | bCat nuc transl | bCat nuc transl cell count 5 µM | WT yeast gro inh | WT yeast gro inh mutant strain | West Nile virus CPE
O=C(N/N=C/c1ccccn1)c1cccs1 | i | 0.3 | 2.0% | 5% | 8% | i | 27 | 6% | -2.6 | 1072 | -2 | 5 | 0.3%
CCCCn1c(CN2CCN(CCO)CC2)nc2ccccc21 | i | 0.6 | -0.2% | -4% | 4% | i | 24 | 4% | 1.7 | 1046 | -2 | 23 | -0.5%
NNc1nc2sc3c(c2c(=O)[nH]1)CCc1ccccc1-3 | i | 0.5 | 1.9% | 0% | 0% | i | 58 | 23% | 3.3 | 981 | 20 | 1 | -0.1%
CCc1ccc(NC(=O)C(C)OC(=O)C2CCN(c3ccc(C(F)(F)F)cn3)CC2)cc1 (stereo unspecified) | i | 0.4 | 0.4% | -3% | 1% | i | 54 | 11% | / | / | / | / | /

Next part
SMILES | Myeloid diff 2 | Myeloid diff 2 GFP+ MAC1+ % | RSV antiviral HEp-2 | Salmonella PhoP GFP | Rac1 GTP hydrolysis | T cell HTS | T cell HTS vesicle-bound % | Large T inhibition | bCat nuc transl | bCat nuc transl cell count 5 µM | WT yeast gro inh | WT yeast gro inh mutant strain | West Nile virus CPE
CC(=O)Nc1ccc(C2Nc3cc(C)c(C)cc3NC3=C2C(=O)CC(C)(C)C3)cc1 (stereo unspecified) | i | 0.5 | 1.6% | 7% | 25% | i | 53 | 12% | / | / | / | / | -0.4%
COCCNC(=O)c1cc(S(=O)(=O)N(C)c2ccccc2OC)ccc1C | i | 1.0 | 0.5% | -6% | -8% | i | 57 | 9% | 0.8 | 1256 | / | / | 0.0%
CN1CCN(S(=O)(=O)c2ccc(NC(=O)c3cccc(F)c3)cc2)CC1 | i | 0.6 | 2.2% | -6% | 6% | i | 31 | 5% | / | / | / | / | -1.3%
COc1ccc(N2CCN(C(=O)CSc3ncnc4scc(-c5ccc(C)cc5)c34)CC2)cc1 | i | 2.5 | 4.1% | / | 11% | i | 31 | / | / | / | / | / | 0.7%
CCn1cc(/C=N/NC(=O)c2cc3c(ccc4ccccc43)o2)c2ccccc21 | i | 0.3 | 2.9% | -13% | 14% | i | 43 | 10% | -1.6 | 1354 | 29 | 0 | 0.3%
Cn1c(O)c(N=NC(=O)c2ccco2)c2ccccc21 | i | 0.2 | -0.3% | 3% | 7% | i | 16 | 5% | 0.6 | 1528 | 15 | 15 | 0.3%
Cn1c(SCC(=O)NC2CC2)nnc1-c1cccs1 | i | 0.5 | 1.2% | -2% | 7% | i | 57 | 12% | / | / | / | / | -0.4%
CC(C)(C)NC(=O)NC(=O)CN1CCN(S(=O)(=O)c2ccccc2)CC1 | i | 0.3 | 2.4% | -5% | 8% | i | 13 | 5% | -0.5 | 1289 | / | / | -0.1%
COc1ccccc1CNC(=O)COC(=O)Cc1c(F)cccc1Cl | i | 1.1 | -0.4% | 8% | 2% | i | 45 | 2% | 0.3 | 1059 | 0 | -12 | 0.2%
C=CCn1c(COc2ccc(F)cc2)nnc1SCC(=O)c1c[nH]c2c(CC)cccc12 | i | 0.5 | 2.0% | -8% | 5% | i | 49 | 12% | -2.6 | 1091 | -7 | -2 | -1.2%
Cc1cc(C)n(CC(C)O)c(=O)c1C#N (stereo unspecified) | i | 0.6 | 1.4% | -4% | 9% | i | 49 | 3% | -3.4 | 1133 | -1 | 0 | -0.1%
COc1ccccc1CCc1nnc(CCC(=O)N(C)Cc2cccc3cnccc23)o1 | i | 1.1 | 8.7% | / | 14% | i | 62 | / | -1.2 | 993 | -5 | -22 | -1.3%
O=C(CCC(=O)N1CCN(c2ccc(Cl)c(Cl)c2)CC1)c1ccccc1 | i | 1.2 | 8.9% | 1% | 10% | i | 16 | 4% | / | / | / | / | -0.6%
O=C(NCc1ccc(C(F)(F)F)cc1)C1CC(c2ccccc2C(F)(F)F)=NO1 (stereo unspecified) | i | 0.7 | 19% | 7%&2% | 12% | i | 11 | 16% | -0.4 | 1240 | / | / | -0.6%
Cc1ccc(NC(=O)CCN2CCC(Cc3ccccc3)CC2)cc1 | / | / | -0.1% | -1% | 8% | i | 55 | 27% | / | / | / | / | -0.6%
CCCn1c(NC(=O)c2ccccc2)nc2ccccc21 | i | 0.6 | -0.8% | -6% | 20% | i | 32 | 2% | -2.8 | 1230 | -5 | -30 | -0.2%
O=C(N/C(=C\c1ccc2c(c1)OCO2)C(=O)N1CCOCC1)c1cccs1 | i | 6.9 | 1.4% | -3% | 4% | i | 49 | 6% | -2.8 | 1095 | 9 | 11 | -0.6%
